SMN2 splice up: qHTS Assay for Enhancers of SMN2 Splice Variant Expression; HEK293 SMN2-luciferase splicing reporter, luminescence, 30-36 h; 210,000 tested, 2.8% active; AID 1458, 2008; Potency, µM (highest dose often 46.1 µM), for inactives: at the highest dose activity change, positive = activation, actives largely listed as activators; also: % of control where 0% means no effect; nearly all actives have a fitted effect of over 55% in size
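HEK293 cells carry an SMN2 […]–luciferase reporter in which exon 7 inclusion puts luciferase in frame. Cells were plated 10-12 h before compound addition, then incubated 30-36 h at 37C. ONE-Glo luminescence was read; sodium butyrate at 4.5 mM final served as control.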
ALDH1A1 inh: qHTS Assay for Inhibitors of Aldehyde Dehydrogenase 1 (ALDH1A1). 220,000 tested, 7.3% active. Purified ALDH1A1, NADH fluorescence, propionaldehyde substrate. Aldehyde dehydrogenase 1A1 (Homo sapiens), P00352. Potency, µM (doses to about 75.3 µM), for the others: at the top dose activity, negative = inhibition, usual class: inhibitors. AID 1030, 2008; active = well fitted inhibition curve with a large enough effect, not every such curve was filed as active; inconclusive = small, poorly fitted or top-dose-only effect, or another doubt; inactive = no such curve, though single readings can be large or run the other way;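 also: plate controls were no enzyme wells and a reference inhibitor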
JMJD2E inh: qHTS Assay for Inhibitors of Human Jumonji Domain Containing 2E (JMJD2E); Lysine-specific demethylase 4E (Homo sapiens), B2RXH2; 230,000 tested, 1.6% active; AID 2147, 2009; Potency, µM (series often up to 57.1 µM), without a hit: at the top dose activity change, negative = inhibition, most hits filed as inhibitors; JMJD2E catalytic domain, FDH-coupled NADH fluorescence (FDH is formaldehyde dehydrogenase); active = well fitted inhibition curve with a large enough effect, not every such curve was filed as active; inconclusive = small, poorly fitted or top-dose-only effect, or another doubt; inactive = no such curve, though single readings can be large or run the other way;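 also: 0% = wells with enzyme and -100% = buffer wells without enzyme; nearly all actives have a fitted effect of over 50% in size; many of its hits are not listed in these tables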
LMNA splice mod: qHTS Assay for Modulators of Lamin A Splicing; 200,000 tested, 0.01% active; HeLa LMNA splicing GFP/RFP minigene ratio, 48 h; AID 1487, 2009; Potency, µM (doses to about 46.1 µM), inactives show top-dose ratio change, negative = inhibition, usual class: inhibitors; active = well fitted inhibition curve with a large enough effect in the signal ratio, with a control signal flat, not every such curve was filed as active; inconclusive = small, poorly fitted or top-dose-only effect, or effect the other way, or a change in a side signal; the % refers to the signal ratio; also: % is scaled to controls: 0 for no effect and ±100 for the full control effect
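S3 HeLa cells stably expressing lamin A-EGFP splicing minigene plus DsRed2, 600 cells/well, 48 h compound exposure at 37C. Laser-scanning cytometry; analysed as GFP (500-530 nm)/RFP (575-640 nm) total intensity ratio; 0.5% DMSO vehicle.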
Tau fibril ThT: qHTS for Inhibitors of Tau Fibril Formation, Thioflavin T Binding | Microtubule-associated protein tau (Homo sapiens), P10636 | recombinant tau K18 P301L (four-repeat tau fragment), heparin-induced fibrillization, ThT fluorescence | Potency, µM (titrated, usually from 57.4 µM), without a hit: top-dose activity, negative = inhibition, actives largely listed as inhibitors | 270,000 tested, 2.1% active | AID 1460, 2008; also: % is scaled to controls: 0 for no effect and ±100 for the full control effect; nearly all actives have a fitted effect of over 55% in size
Target sequence (P10636 561-689 P618L limits assumed): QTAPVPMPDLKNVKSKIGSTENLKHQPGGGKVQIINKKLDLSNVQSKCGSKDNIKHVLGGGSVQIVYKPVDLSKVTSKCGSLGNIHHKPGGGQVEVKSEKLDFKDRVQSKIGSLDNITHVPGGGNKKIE
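Heparin-induced (20 uM) aggregation of recombinant human K18 P301L tau, 15 uM unlabeled with 0.24 uM labeled, pH 7 acetate buffer, 6 hr at 37 C with compound. Fibrils quantified by 30 uM ThT fluorescence after 1 hr ambient incubation.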
KinaseGlo FLuc: Counterscreen for Luciferase (Kinase-Glo TM) Inhibition; Luciferin 4-monooxygenase (Photuris pensylvanica), Q27757; AID 1379, 2008; 200,000 tested, 0.28% active; Kinase-Glo luciferase, ATP luminescence, 8 min; Potency, µM (series often up to 38.3 µM), without a hit: at the top dose activity change, negative = inhibition, most hits filed as inhibitors; also: % is scaled to controls: 0 for no effect and ±100 for the full control effect; nearly all actives have a fitted effect of over 60% in size
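Kinase-Glo luciferase light output from ATP and luciferin was measured with 10 uM ATP, within the enzyme's linear range. Buffer: 50 mM imidazole pH 7.2, 50 mM KCl, 7 mM MgCl2, 0.01% Tween 20, 0.05% BSA; luminescence read after 8 min at ambient temperature.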
L3MBTL1 block: qHTS Assay for the Inhibitors of L3MBTL1. Lethal(3)malignant brain tumor-like protein 1 (Homo sapiens), Q9Y468. 230,000 tested, 0.66% active. AID 485360, 2010. Potency, µM (top dose mostly 57.1 µM), inactives show top-dose activity, negative = inhibition, hits mostly inhibitors. AlphaScreen L3MBTL1–H3K9me1 peptide binding; also: % is scaled to controls: 0 for no effect and ±100 for the full control effect; nearly all actives have a fitted effect of over 60% in size
Target sequence (Q9Y468 whole entry, looked up): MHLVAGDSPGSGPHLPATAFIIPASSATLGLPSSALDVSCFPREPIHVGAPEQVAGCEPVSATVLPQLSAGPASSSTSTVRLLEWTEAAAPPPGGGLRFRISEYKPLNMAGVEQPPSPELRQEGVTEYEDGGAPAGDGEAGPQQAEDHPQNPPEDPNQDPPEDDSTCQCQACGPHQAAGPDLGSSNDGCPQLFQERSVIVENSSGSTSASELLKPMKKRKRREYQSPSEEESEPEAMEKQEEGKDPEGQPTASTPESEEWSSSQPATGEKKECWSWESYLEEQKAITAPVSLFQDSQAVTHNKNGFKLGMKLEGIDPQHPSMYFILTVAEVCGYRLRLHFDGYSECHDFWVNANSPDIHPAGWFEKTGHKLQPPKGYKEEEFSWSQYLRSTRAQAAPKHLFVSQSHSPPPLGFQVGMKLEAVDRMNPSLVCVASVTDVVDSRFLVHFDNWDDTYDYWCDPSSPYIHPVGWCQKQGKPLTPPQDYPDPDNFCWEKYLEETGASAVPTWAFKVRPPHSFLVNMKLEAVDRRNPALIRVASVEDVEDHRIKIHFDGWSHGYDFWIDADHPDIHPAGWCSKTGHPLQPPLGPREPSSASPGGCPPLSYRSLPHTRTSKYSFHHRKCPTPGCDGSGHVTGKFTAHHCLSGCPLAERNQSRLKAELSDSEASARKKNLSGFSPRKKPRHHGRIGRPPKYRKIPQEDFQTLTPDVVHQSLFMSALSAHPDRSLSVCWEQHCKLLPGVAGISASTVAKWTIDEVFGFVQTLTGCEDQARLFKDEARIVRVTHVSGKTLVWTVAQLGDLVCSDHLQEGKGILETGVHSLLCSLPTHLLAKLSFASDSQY
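First, the protein-peptide complex forms for 30 min at room temperature (L3MBTL1 50 nM, biotinylated H3K9me1 peptide 75 nM). Next, compounds are pin-transferred and incubated 30 min. Finally, AlphaScreen beads are added and read after 30 min.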
RECQ1 helicase: qHTS Assay for Inhibitors of RecQ-Like Dna Helicase 1 (RECQ1); ATP-dependent DNA helicase Q1 (Homo sapiens), P46063; RECQ1 DNA unwinding, red fluorescence kinetic read; Potency, µM (highest dose often 57.3 µM), inactives show at the top dose activity, negative = inhibition, hits mostly inhibitors; 240,000 tested, 0.54% active; AID 2549, 2010;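 also: plate controls were vehicle for no effect and no enzyme for full effect; nearly all actives have a fitted effect of over 30% in size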
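RECQ1T1 50 nM; forked duplex (20 bp + 30-nt ss tails) 200 nM, ATP 2 mM final; pH 8.0, 2 mM MgCl2, 2.5 ug/ml poly(dI-dC); 15 min compound preincubation; discontinuous kinetic read over 2 h at RT.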
Numbers without * were called inactive; i = inactive; ? = inconclusive; . = not tested or not shown; [ ] = another dose, or the depositor's remark. Unless noted, calls follow the shape of the dose curve; as a rule, active = well fitted curve in the direction sought with a large enough effect; inconclusive = small, poorly fitted or top-dose-only effect, or another doubt; inactive = no such curve, though single readings can be large; an effect the other way counts as inactive or inconclusive. Potency is read from the fitted curve at half-maximal effect.

smiles	SMN2 splice up	ALDH1A1 inh	JMJD2E inh	LMNA splice mod	Tau fibril ThT	KinaseGlo FLuc	L3MBTL1 block	RECQ1 helicase
COc1ccc(N2CCN(C(=O)/C(C#N)=C/c3ccccc3)CC2)cc1	-8%	?	-25%	.	?	2%	-6%[11.4 µM]	i
CSc1nnc2n(Cc3ccccc3)c(=O)c3c4c(sc3n12)COC(C(C)C)C4 (configuration not stated)	-1%	-2%	3%	-2%	-1%	-3%	.	-13%
Cc1ccc(N2C(=S)N=C(Nc3ccccc3C)C23CCOC(C)(C)C3)cc1 (configuration not stated)	-15%	-1%	0%	1%	-4%	-1%	2%	-1%
CC(=O)Nc1ccc(/C(C)=N/NC(=O)c2ccncc2)cc1	17%	?	50%[activator]	-6%[46 µM]	?	-3%	16%	-3%
CC1(C)CC(=O)C2=C(C1)OC(=O)C2(NC(=O)c1cccs1)C(F)(F)F (configuration not stated)	-3%	14%	-3%	4%	4%	2%	7%	-1%
Cc1ccc2cccc(S(=O)(=O)Nc3ccc4c(c3)OCO4)c2n1	7.1µM*	1%	4%	7%	-12%	0%	15%[11.4 µM]	-9%
CCCC(=O)c1c[nH]c(C(=O)NCCCN2CCOCC2)c1	-10%	2%	0%	5%	2%	-6%	9%	9%
CN(CC(=O)Nc1ccc(C#N)cc1)Cc1ccc(Cl)cc1	11%	-9%	0%	-13%	-3%	-4%	2%	i
CCCNC(=S)Nc1c(C)n(C)n(-c2ccccc2)c1=O	26%	1%	8%	-3%[46 µM]	4%	-3%	1%[11.4 µM]	-1%
CCc1ccccc1NC(=O)c1nnn(CC(=O)Nc2cccc(C)c2C)c1N	-16%	?	?	-7%	-5%	-2%	-2%	-8%
Cc1cc(NC(=O)COC(=O)c2cccc(S(=O)(=O)N3CCOCC3)c2)no1	5%	4%	5%	5%	21%	-2%	-2%[11.4 µM]	-18%
CN(C)C(=O)COc1ccc(Oc2ccccc2)cc1	6%	-3%	-8%	10%[46 µM]	2%	0%	.	-5%
COc1ccc(C(=O)N2CCCC(C(=O)N3CCCCCC3)C2)cc1 (configuration not stated)	-10%	?	2%	2%	3%	-3%	.	-4%
O=CN(c1ccccc1)c1ccc2ccccc2c1	-8%	-13%	-16%	7%[46 µM]	-8%	5%	14%	i
Cn1c(SCC2CCCO2)nnc1-c1ccc([N+](=O)[O-])cc1 (configuration not stated)	1%	-2%	-2%	.	?	1%	7%	i
COCCn1c(N)c(C(=S)NC(=O)c2cccs2)c(=O)[nH]c1=O	.	.	?	.	?	.	-8%	2%
Cc1cc(SCC(=O)Nc2ncc(Cl)cc2Cl)nc2ccccc12	?	3%	10%	?	?	-1%	7%	-18%
COc1ccc(N2CCN(C(=O)c3ccc(Cn4c(=S)[nH]c5ccc(N6CCOCC6)cc5c4=O)cc3)CC2)cc1	.	?	?	.	-11%	.	.	-3%
CN(C)c1ccc(NC(=O)N2CCOCC2)cc1	?	3%	-2%	-8%	6%	-18%	-27%	0%
CCOc1ccc(C2C(C(=O)OC)=C(C)N=C3SCCC(=O)N32)cc1OCC (configuration not stated)	7%	-1%	-3%	27%	-10%	-2%	-11%	3%

Single records, as listed above. Order of screens: SMN2 splice up, ALDH1A1 inh, JMJD2E inh, LMNA splice mod, Tau fibril ThT, KinaseGlo FLuc, L3MBTL1 block, RECQ1 helicase
Shown for Cc1cc(SCC(=O)Nc2ncc(Cl)cc2Cl)nc2ccccc12 → ?, 3%, 10%, ?, ?, -1%, 7%, -18%
Shown for CCCC(=O)c1c[nH]c(C(=O)NCCCN2CCOCC2)c1 → -10%, 2%, 0%, 5%, 2%, -6%, 9%, 9%
Shown for CC(=O)Nc1ccc(/C(C)=N/NC(=O)c2ccncc2)cc1 → 17%, ?, 50%[activator], -6%[46 µM], ?, -3%, 16%, -3%
Shown for CCOc1ccc(C2C(C(=O)OC)=C(C)N=C3SCCC(=O)N32)cc1OCC (configuration not stated) → 7%, -1%, -3%, 27%, -10%, -2%, -11%, 3%
Shown for Cc1ccc(N2C(=S)N=C(Nc3ccccc3C)C23CCOC(C)(C)C3)cc1 (configuration not stated) → -15%, -1%, 0%, 1%, -4%, -1%, 2%, -1%

Part of the list above, set out differently:
Below each SMILES – SMN2 splice up	ALDH1A1 inh	JMJD2E inh	LMNA splice mod	Tau fibril ThT	KinaseGlo FLuc	L3MBTL1 block	RECQ1 helicase
O=CN(c1ccccc1)c1ccc2ccccc2c1
  -8%	-13%	-16%	7%[46 µM]	-8%	5%	14%	i
Cn1c(SCC2CCCO2)nnc1-c1ccc([N+](=O)[O-])cc1 (configuration not stated)
  1%	-2%	-2%	.	?	1%	7%	i

(further entries)
smiles	SMN2 splice up	ALDH1A1 inh	JMJD2E inh	LMNA splice mod	Tau fibril ThT	KinaseGlo FLuc	L3MBTL1 block	RECQ1 helicase
C=CCn1c(SCC(=O)NCCC2=CCCCC2)nc2ccc(Cl)cc2c1=O	-17%	0%	1%	11%	-5%	1%	3%	i
COc1ccc(-c2c(C)n([O-])c3c([n+]2=O)CCCC3)c(OC)c1	26%	5%	0%	6%	-9%	18%	.	i
CC1Cc2cc(/C(O)=C3/C(=O)C(=O)N(CCN4CCOCC4)C3c3ccc(C(C)C)cc3)ccc2O1 (configuration not stated)	.	.	-16%	.	0%	.	0%	-2%
CCCOC(=O)Nc1ccc(S(=O)(=O)Nn2cnnc2)cc1	-8%	4%	-11%	13%	-2%	1%	11%	-15%
COc1ccc(NC(=O)c2cc(S(=O)(=O)Nc3ccc(OC)cc3)cs2)cc1	.	.	5%	.	-16%	.	?	-2%
COc1ccc(-c2csc(-c3ccc(O)cc3)n2)cc1	.	.	?	.	?	.	-7%	0%
COc1ccc(N(CC(=O)Nc2ccc3c(c2)OCO3)S(=O)(=O)c2ccccc2)cc1	-6%	-3%	8%	.	8%	0%	-8%	i
Cc1ccc(-c2cc(-c3ccccc3C)[nH]n2)c(O)c1	-41%[inhibitor]	1%	5%	?	3%	-5%	?	-3%
CCSc1nnc(CNC(=O)c2ccccc2F)n1-c1ccccc1OC	5%	-3%	2%	-14%[46 µM]	-7%	-7%	-12%	-16%
COc1ccc2nc(C)c3c(c2c1)OC(C)C3 (configuration not stated)	7%	?	?	4%	-3%	0%	0%	i
COc1cccc(-c2nnc(NC(=O)c3ccc(Cl)s3)o2)c1	-69%[inhibitor]	4%	-8%	?	0%	2%	45%[activator]	-11%
c1ccc(-c2ccccc2OCCCN2CCCCCC2)cc1	-26%	?	?	.	-9%	-2%	-6%	i
COC(=O)Cn1c(C)nc(=O)c(-c2ccccc2)c1C	-2%	-1%	-5%	6%	-6%	0%	-3%	i
Cc1ccc(N2C(=O)c3cccc4c(C(=O)O)ccc(c34)C2=O)cc1	10%	?	?	.	-2%	3%	2%	-12%
O=C(c1ccccc1)N1CCN(c2n[nH]c(=O)[nH]c2=O)CC1	16%	3%	6%	10%[46 µM]	-4%	0%	20%	0%
Cc1cc(C)c(C(=O)Nc2ccc(S(=O)(=O)Nc3onc(C)c3C)cc2)c(C)c1	-14%	-3%	4%	-4%	-14%	8%	2%	2%
Cc1ccccc1Nc1cc(=O)oc2ccccc12	-40%[inhibitor]	14µM*	2%	?	-7%	-4%	.	-5%
Cc1cccc(N2CCN(CC(O)COCc3cccs3)CC2)c1C (configuration not stated)	.	-10%	14%	-17%	-10%	.	6%	-10%
CCN(CC)CCCN=C(C)C1=C(O)c2ccccc2C1=O	.	-5%	-11%	.	-5%	.	-7%	-2%
Cc1[nH]c2ccccc2c1C(C[N+](=O)[O-])c1cccc(O)c1 (configuration not stated)	9%	-13%	-5%	.	-7%	-2%	-15%	5%
COc1ccc(C(O)P(=O)(OCc2ccccc2)c2ccc(N(C)C)cc2)cc1 (configuration not stated)	.	.	1%	.	-4%	.	-7%	-2%
Cc1ccc(-c2nnc(N(C)C(=O)c3cccnc3)s2)cc1	27%	?	-6%	5%	-9%	-9%	-5%	i
O=c1c2[nH]c3ccc(F)cc3c2nc2n1CCCS2	6%	?	?	.	-10%	-1%	.	i
O=C(NCc1ccc2c(c1)OCO2)C1CCN(Cc2cnn(-c3ccccc3)c2-n2cccc2)CC1	-22%	?	9%	0%	-1%	2%	.	11%
O=C(CSc1nnnn1C1CCCC1)N1CCN(C(=O)c2ccco2)CC1	-2%	14µM*	-2%	-17%	-14%	0%	4%	-1%
COc1ccc(/C=C2\Oc3cc(OC(=O)N4CCOCC4)ccc3C2=O)cc1	.	?	?	15%[46 µM]	-19%	.	2%	-3%
COc1cccc2c1OC(=O)CC2c1ccc(C)cc1 (configuration not stated)	.	-4%[120 µM]	.	.	-8%[81.4 µM]	-2%[39.9 µM]	.	-10%[81.1 µM]
C/C(=N\NC(=O)c1cc(-c2cccc([N+](=O)[O-])c2)n[nH]1)c1ccccc1O	-80%[inhibitor]	-4%	25µM*	?	2µM*	16%	?	-1%

A portion of the library; count on the stated rates, not on these rows.
